# MITF TRPM1 inh = inhibitors of MITF-driven TRPM1 promoter in melanoma cells. SK-MEL-5 TRPM1 promoter luciferase, 24 h. inhibition, % at 12.5 µM. hit rate 0.83% among 330,000;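 active = mean inhibition across replicates of 60% or more, whatever share of single replicates reaches that level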; note: values of inactives mirror those of a sister screen read the other way
# iPSC survival up = increases survival of single human iPS cells | survival enhancement, % at 20 µM | AID 602274 | hiPSC single-cell survival, ATPlite luminescence; 100% = ROCK inhibitor wells, 0% = DMSO | hit rate 0.044% among 360,000; in the data active = survival enhancement above about 18%;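 note: cells exposed to compounds for 16 hours before the ATP read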
# CF NFkB block = blocks PAF-induced NF-kB reporter in cystic fibrosis cells | KKLEB NF-kB-GFP reporter, GFP fluorescence overnight | inhibition, % at 5 µM | hit rate 0.86% among 360,000 | AID 588850;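 active = at least 50% inhibition at 5 µM, scaled per plate between neutral and stimulator controls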;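 note: PAF is a Pseudomonas aeruginosa culture filtrate used as stimulus; plate controls were PAF-stimulated DMSO wells for no effect and unstimulated DMSO wells for full effect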
# NR2E3 ag-1 = activates human NR2E3 receptor; CHO-S Gal4-NCOR/VP16-NR2E3 two-hybrid, luciferase; inhibition of corepressor binding, % at 3.98 µM; hit rate 0.35% among 360,000; AID 602229;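 active = inhibition above the mean of all tested compounds plus 3 SD, cut at about 70% in these data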;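 note: 0% = DMSO with NR2E3 transfected cells and 100% = cells lacking NR2E3 construct; higher means lower luciferase signal from less NR2E3 corepressor binding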
# Target sequence (Q9Y5X4 whole entry, looked up, the tested form may be a part): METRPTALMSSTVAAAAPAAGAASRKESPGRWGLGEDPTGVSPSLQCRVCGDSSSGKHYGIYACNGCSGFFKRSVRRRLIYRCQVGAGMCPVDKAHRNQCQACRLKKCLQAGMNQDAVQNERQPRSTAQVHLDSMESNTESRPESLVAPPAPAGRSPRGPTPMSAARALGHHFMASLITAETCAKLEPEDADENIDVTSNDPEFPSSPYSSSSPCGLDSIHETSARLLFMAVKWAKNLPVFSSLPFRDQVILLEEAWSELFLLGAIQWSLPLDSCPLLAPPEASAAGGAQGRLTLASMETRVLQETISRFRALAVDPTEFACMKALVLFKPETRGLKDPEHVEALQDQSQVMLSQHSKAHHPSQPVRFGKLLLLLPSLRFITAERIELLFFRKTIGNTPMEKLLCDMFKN
# Shn3 3UTR inh = Schnurri-3 reporter inhibition in Clone20 osteoblasts | Clone20 osteoblast Shn3 3'UTR firefly luciferase, 24 h | inhibition, % at 12.5 µM | hit rate 0.52% among 360,000 | AID 588674;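 active = mean inhibition of at least 75% with every replicate also reaching 75%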;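 note: 0% = median of neutral control wells and 100% = pilot-screen positive control compound; some compounds past the cut are filed as inactive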
# TRAIL sens C8 = caspase-8 TRAIL sensitization; AID 624354; inhibition (viability loss, TRAIL sensitization), % at 10 µM; hit rate 1% among 360,000; NB7+C8 cells + TRAIL, ATPlite viability luminescence;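 active = compounds causing at least 50% loss of cell viability in the single-dose screen, relative to plate controls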
# LMP1 NFkB inh = reduces LMP1-driven NF-kappaB luciferase signal. LMP1-induced NF-kappaB luciferase reporter cells, luminescence. inhibition, % at 12.5 µM. hit rate 0.69% among 350,000. AID 504558; in the data active = inhibition above about 41%;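 note: 0% = neutral control wells and 100% = reference inhibitor control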
# Peg3 promoter = reduces Peg3 promoter-driven luciferase expression in HeLa; HeLa PEG-Prom luciferase reporter, luminescence, overnight; inhibition, % at 20 µM; hit rate 1.7% among 360,000;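 active = inhibition of at least 50% at 20 µM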
# NR2E3 ag-2 = NR2E3 (human) agonism; hit rate 0.12% among 320,000; inhibition of corepressor binding, % at 4.78 µM; GST-NR2E3/biotin-RetCOR TR-FRET, 1536-well; AID 2300; Q9Y5X4;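 active = percent inhibition above the cutoff of mean plus 3 SD of all tested compounds, set per screening campaign, cut at about 20% in these data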;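 note: 0% = DMSO wells and 100% = biotin wells as full block of FRET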
#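 Assay system: NR2E3–RetCOR corepressor complex. Quantity: 1.35 nM GST-NR2E3. Buffer or medium: pH 7.5 Tris-based buffer. Reagent: biotinylated RetCOR corepressor at 7 nM final. Schedule: 5 h at 4 °C. Detection: TR-FRET, emission read at 617 and 671 nm. Replicates: one well per compound, singlicate testing.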
# HIF-2a block = inhibitors of HIF-2a; 786-0 RCC cells HIF-2a reporter, luciferase luminescence, overnight; inhibition, % at 18.8 µM; hit rate 0.72% among 360,000;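 active = inhibition of the luminescence signal of 40% or more relative to plate controls, in a single-dose primary screen at 18.75 µM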
# KKLEB tox = counter-screen for CF NF-kB inhibitors: cytotoxicity | KKLEB CF airway cells viability, ATPlite luminescence, overnight; hits give low values; cells stimulated with P. aeruginosa culture filtrate | activity change (cytotoxicity), % at 5 µM | hit rate 0.36% among 360,000;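 active = corrected activity change at or below -50% at 5 µM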
# Starred values were filed as active, the others as inactive; . = not tested or not shown.
SMILES,CF NFkB block,MITF TRPM1 inh,Shn3 3UTR inh,HIF-2a block,Peg3 promoter,iPSC survival up,TRAIL sens C8,NR2E3 ag-2,NR2E3 ag-1,KKLEB tox,LMP1 NFkB inh
CC(C)NC(=O)NC(=O)CSc1ncc(C(F)(F)F)cc1Cl,13,-5,-6,4,-1,5.0,-2,-2,7,0,-1
O=C(CSc1nnnn1-c1ccccc1)NCCCN1CCCC1=O,-14,-7,3,5,-6,-0.8,-1,.,-4,-3,2
Cn1c(C(C(=O)NCC2CCCO2)N(CCc2ccccc2)C(=O)Cn2nnc3ccccc32)nc2ccccc21 (centres undefined),-6,16,22,14,8,-1.1,18,0,-24,4,9
Cc1cccn2c(=O)c3cc(C(=O)NCC4CCCO4)c(=N)n(C4CCCC4)c3nc12 (centres undefined),1,-30,4,10,-20,-0.6,0,0,-29,12,-4
CC1(Oc2ccc(F)cc2)CCN(Cc2ccccc2OC(F)F)C1 (centres undefined),11,.,11,11,-7,0.4,9,.,-45,-6,.
CCC(C)(C(=O)NC1CCCCC1)N(Cc1ccco1)C(=O)Cc1cccs1 (centres undefined),-6,7,-2,21,21,-1.3,7,1,-15,2,-13
Cn1c(SCC(=O)N2c3ccccc3Sc3ccccc32)nnc1-c1ccco1,-9,1,5,7,19,0.0,-8,-3,-4,2,7
CCN(c1ccc(C)c(C)c1)S(=O)(=O)c1c(C)[nH]c(=O)[nH]c1=O,-1,8,9,-4,-6,-0.2,3,2,-3,13,-8
CCOC(=O)N1CCN(C(=O)c2ccc(N(Cc3ccccc3)S(C)(=O)=O)cc2)CC1,-20,3,15,13,8,2.4,3,1,17,0,4
Cc1nn(C(=O)Cn2ccc([N+](=O)[O-])n2)c(C)c1Br,-8,3,-11,9,16,3.1,1,15,-9,-8,-2
O=S(=O)(/C=C/c1ccccc1)N1CCN(c2ccccc2)CC1,0,-1,-12,7,10,3.2,-14,-2,-2,3,-10
O=C(Cn1c(=O)oc2cc(S(=O)(=O)N3CCCC3)ccc21)Nc1ccc(C(F)(F)F)cc1,-2,5,6,20,-27,-2.2,-2,1,4,9,2
CS(=O)(=O)c1cccc(C(=O)Nc2ccc(-c3nc4ccccc4[nH]3)cc2)c1,18,-42,-7,-64,-15,0.4,28,0,-43,-1,-38
CC1c2cc3c(cc2CCN1C(=O)c1cccc(Cl)c1)OCCCO3 (centres undefined),31,-3,2,-18,17,-0.4,23,0,-85,-23,2
COc1ccccc1/C=N/NC(=O)NC12CC3CC(CC(C3)C1)C2,15,-1,-53,-11,-20,-0.4,-2,3,12,-6,-12
O=C(Oc1ccc(-c2cnc3ccccc3n2)cc1)c1cc([N+](=O)[O-])ccc1Cl,-48,-62,-84,-1,-228,5.8,7,-1,-49,0,5
CC(=O)Nc1ccc(C(=O)N2CCOCC2c2cc(C(=O)NCc3ccccc3)no2)cc1 (centres undefined),-1,.,-23,5,7,-1.0,-14,.,8,-4,.
COc1ccc(-c2nc(CN3CCN(c4ccccc4OC)CC3)c(C)o2)cc1,13,16,20,6,-9,-0.7,1,0,-1,5,10
O=c1[nH]cc(-c2ccccc2)c(=O)[nH]1,20,-15,1,11,-6,0.4,-14,-3,7,-6,2
O=C(CSc1nnnn1-c1ccccc1)Nc1nsc(-c2ccccc2)n1,45,-3,12,-51,-42,-3.2,-12,3,-1,-2,10
CCn1c(=S)sc2c(=O)n(CC(=O)Nc3ccccc3OC)c(C)nc21,-6,1,-1,-3,-10,-0.5,-9,3,6,-9,8
CC(NC(=O)Cn1cc(C(=O)C2CC2)c2ccccc21)c1ccccc1 (centres undefined),14,-4,20,29,19,-2.5,6,0,-5,-11,7
CCOc1ccc(S(=O)(=O)N/N=C(\C)c2ccc3c(c2)OCO3)cc1,-3,12,9,6,26,0.1,-7,.,-1,3,0
COc1ccc(NS(=O)(=O)c2cccc3cccnc23)cc1Cl,14,-1,5,11,21,-0.2,-6,4,7,-5,-4
O=C(O)[C@H](CSCc1ccccc1)NS(=O)(=O)c1ccc(F)cc1,2,-1,-5,15,10,-1.0,-7,1,8,-2,-1
CCCCNC(=O)C1(C)CCCCN1C(=O)c1oc2ccccc2c1C (centres undefined),0,.,7,13,18,-1.1,-14,.,-3,5,.
CC(=O)C[C@H]1c2cc(C(F)(F)F)ccc2S(=O)(=O)N1c1ccccc1,4,-5,-10,7,0,0.7,0,1,22,-6,1
Cc1cccc(NC(=O)CC2SC(=O)N(c3ccccc3)C2=O)c1 (centres undefined),-13,2,-2,-11,-9,-4.5,-1,-2,-16,-10,1
CCOc1ccc2ccccc2c1/C=N\NC(=O)OC,2,7,6,2,5,-0.8,-12,-2,-15,9,-5
Cc1cccc(C)c1NC(=O)COc1ccc2c(C)c(Cc3ccccc3)c(=O)oc2c1,3,2,69,10,24,0.2,17,2,14,-8,11
O=C1CC(c2ccco2)CC(O)=C1C=NCCN1CCN(C(=O)Nc2ccc(Cl)cc2)CC1 (centres undefined),-15,4,-18,6,4,-0.4,2,1,2,13,-8
O=C(CCCN1C(=O)c2ccccc2C1=O)Nc1nccs1,-6,-4,3,12,4,0.6,10,2,-8,1,7
O=C(O)c1ccc2ncsc2c1,19,-11,-5,-30,-29,-0.5,2,-1,-33,-9,-28
COc1ccc(Cl)cc1Nc1nc(NCCO)nc(N2CCCCC2)n1,4,-1,-4,1,24,-2.2,-3,0,-12,0,-1
O=S(=O)(Nc1ccc2c(c1)nc1n2CCOC1)c1ccccc1,-9,7,-9,11,21,-1.7,0,-1,-1,0,-7
COc1cccc2oc(-c3ccco3)cc(=O)c12,48,-78,-47,-136,-243,-0.9,23,3,-63,-11,-49
Cc1cccc(/C(N)=N/OC(=O)c2ccc(Cl)cc2Cl)c1,-25,-5,-22,-108,-130,-3.2,62*,-1,-31,-16,-10
CCn1c(/C=C/c2ccccc2C)nc2ccccc2c1=O,1,-25,-11,-154,-77,0.4,26,-1,-35,-9,-15
COc1cccc(NC2=C(NCCO)C(=O)c3ccccc3C2=O)c1,9,13,-7,-22,3,0.0,1,-16,-53,-3,8
O=C(O)CNC(=O)c1nc(-c2ccccc2)n(-c2ccccc2)n1,3,4,-3,-3,1,0.4,7,-1,-4,-2,9
CCCc1cc(=O)oc2cc(OCC(=O)Nc3ccccn3)ccc12,43,-58,-47,-177,-281,0.1,16,2,-51,-4,-10
O=C(Cc1ccc(F)cc1)Nc1cccc(-c2ccc3nncn3n2)c1,0,-9,8,10,10,0.0,19,0,-9,-11,2
Cc1ccc(-n2c3c(cc(C(=O)NCCCN4CCOCC4)c2=O)C(=O)CC(C)(C)C3)cc1,6,-1,-24,6,1,-0.9,-11,1,-11,-2,-2
COc1ccc(-c2c(C)nn3c(Cl)c(C)c(C)nc23)cc1,23,-3,3,11,7,-0.6,-17,3,-6,-11,-4
O=c1[nH]c2c(s1)C(c1cccnc1)C1C3CCC(C3)C1S2 (centres undefined),-2,-12,-86,-3,3,0.1,-10,-1,-13,-6,-14
CN(CC(=O)Nc1ccc(Cl)c(S(=O)(=O)N(C)C)c1)Cc1ccccc1,-10,-60,-42,-193,-170,-0.2,-5,4,-54,6,-25
C[C@H](NC(=O)c1ccco1)C(=O)N1CCN(c2ccc(C(F)(F)F)cn2)CC1,-3,-6,19,7,4,1.8,11,.,3,0,3
Cc1ccc(-n2nnc3c(=O)n(Cc4ccccc4C)cnc32)cc1,-30,.,-6,4,-6,-0.2,9,1,-7,13,-5
CCn1ccnc1[C@@H]1C[C@H]2CN(Cc3cccc(Cl)c3)C(=O)[C@]23CCCN13,-3,7,-1,12,9,3.9,-10,4,-33,4,5
Cc1cc(NC(=O)Cc2ccc(Br)cc2)no1,-7,-6,14,1,-5,-0.4,5,2,-42,12,6
CC(=O)c1cccc(NC(=S)Nc2ccn(Cc3cccc4ccccc34)n2)c1,12,11,38,9,18,0.5,-1,3,0,0,-9
CC(C)C(=O)Nc1ccc(C(=O)N/N=C/C2CC3C=CC2C3)cc1 (centres undefined),0,7,12,7,3,-1.5,-3,0,14,-1,2
Cc1ccc(NS(=O)(=O)c2ccc(C(C)C)cc2)cc1S(=O)(=O)N1CCOCC1,9,-7,26,0,-6,0.5,1,.,34,-6,-2
COc1ccccc1NCC(=O)NN=C1CCS(=O)(=O)c2ccc(F)cc21,-32,7,7,14,3,-0.5,3,.,-14,21,-11
CNc1[nH]ncc1[N+](=O)[O-],2,-2,-25,-27,-13,-3.2,2,0,-59,-1,-8
N#CCCN1CCCN(CCC#N)CCN(CCC#N)CCCN(CCC#N)CC1,-1,-3,-6,12,-5,-0.2,12,2,-7,0,1
O=C(COC(=O)CCNS(=O)(=O)c1ccccc1F)Nc1nnc(-c2ccccc2)o1,-27,-8,2,9,14,0.3,5,2,-5,-10,7
CC(NC(=O)CCSc1nc(-c2ccco2)cc(C(F)(F)F)n1)c1ccccc1 (centres undefined),-10,-11,34,11,1,-2.4,-12,0,-19,-11,-2
Cc1c(C(=O)c2ccccc2)oc2ccc3ccccc3c12,7,-77,-105,-346,-323,1.9,8,0,-150,-17,-30
COc1ccc(C(=O)NCC(=O)OCC(=O)NC(=O)c2ccc(C(C)(C)C)cc2)cc1OC,-11,-18,-33,-22,-37,1.2,-14,2,4,-4,-3

# Carrying on.
SMILES,CF NFkB block,MITF TRPM1 inh,Shn3 3UTR inh,HIF-2a block,Peg3 promoter,iPSC survival up,TRAIL sens C8,NR2E3 ag-2,NR2E3 ag-1,KKLEB tox,LMP1 NFkB inh
CCOC(=O)c1csc(NC(=O)C(C)(C)C)n1,0,-18,-11,-53,-30,0.5,-6,3,-14,-1,-7
CCOC(=O)c1csc(NC(=O)c2ccc(S(=O)(=O)N3CCCC3)cc2)n1,-3,6,3,1,23,-0.7,3,3,-20,8,-4
Cc1ccc(Nc2nc3nonc3[nH]c2=O)cc1Cl,52*,-7,-36,-145,1,-0.2,21,3,-18,-35,1
Clc1cnc(N/N=C/c2ccncc2)c(Cl)c1,0,-8,4,-43,-59,0.0,15,4,-25,-9,5
CCOC(=O)N1CCN(C(=O)CSc2nc3c(cnn3-c3ccc(Cl)cc3)c(=O)[nH]2)CC1,4,2,17,15,24,-2.6,-14,3,-15,3,7
COc1ccc(N2CCN(C(=O)Nc3ccccc3Cl)CC2)cc1,-9,6,-22,-16,-6,-0.9,-2,0,0,10,0

# 2 entries picked at random from the list so far, as already listed:
SMILES,CF NFkB block,MITF TRPM1 inh,Shn3 3UTR inh,HIF-2a block,Peg3 promoter,iPSC survival up,TRAIL sens C8,NR2E3 ag-2,NR2E3 ag-1,KKLEB tox,LMP1 NFkB inh
Cc1ccc(Nc2nc3nonc3[nH]c2=O)cc1Cl,52*,-7,-36,-145,1,-0.2,21,3,-18,-35,1
CCOC(=O)N1CCN(C(=O)CSc2nc3c(cnn3-c3ccc(Cl)cc3)c(=O)[nH]2)CC1,4,2,17,15,24,-2.6,-14,3,-15,3,7

# Screening results as filed in PubChem.

# These rows are one share of the data; rates above refer to the full screens.
